PTK2B oligo ant – antagonists of Pyk2 self-association, primary screen, Q293 cells, FERM NanoBiT luminescence, HTS. Protein-tyrosine kinase 2-beta (Homo sapiens), Q14289. stronger effect = lower value. z-score (the deposit names both 25 µM and 10 µM). 99,000 tested, 0.83% active;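 active = Z-score of -3 or lower, scaled per plate to the spread of control and sample wells; inactive = z-score above -3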;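 also: negative z-score means lost luminescence so less FERM oligomerization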
ERa coact inh – ERα–SRC-1 coactivator interaction inhibitors, primary screen, biochemical, TR-FRET, ERα LBD, estradiol-bound | inhibition, % at 25.6 µM | Estrogen receptor (Homo sapiens), P03372 | TR-FRET ER-alpha LBD / SRC-1 peptide | 86,000 tested, 1.7% active; in the data active = inhibition above about 50%;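 also: 0% = receptor plus peptide control and 100% = peptide only without receptor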
Target sequence (P03372 whole entry, looked up, the tested form may be a part): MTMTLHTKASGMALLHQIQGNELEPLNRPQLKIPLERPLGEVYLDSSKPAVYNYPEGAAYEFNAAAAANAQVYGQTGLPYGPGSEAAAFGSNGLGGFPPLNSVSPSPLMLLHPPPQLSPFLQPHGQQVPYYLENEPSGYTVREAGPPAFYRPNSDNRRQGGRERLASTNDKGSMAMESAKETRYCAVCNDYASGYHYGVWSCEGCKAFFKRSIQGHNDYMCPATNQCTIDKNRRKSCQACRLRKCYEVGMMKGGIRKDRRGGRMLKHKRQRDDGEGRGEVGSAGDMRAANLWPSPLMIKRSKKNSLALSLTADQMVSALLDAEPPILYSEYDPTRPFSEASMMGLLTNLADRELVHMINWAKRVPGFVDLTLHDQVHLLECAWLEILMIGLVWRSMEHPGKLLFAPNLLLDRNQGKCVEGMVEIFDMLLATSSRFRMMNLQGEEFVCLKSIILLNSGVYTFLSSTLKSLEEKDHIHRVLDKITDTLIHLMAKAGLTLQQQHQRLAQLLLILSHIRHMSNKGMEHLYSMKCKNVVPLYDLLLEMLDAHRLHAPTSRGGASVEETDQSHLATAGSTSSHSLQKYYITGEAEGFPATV
LYP act – LYP phosphatase activators, primary screen, biochemical, DiFMUP fluorescence, 2 µM. Tyrosine-protein phosphatase non-receptor type 22 (Homo sapiens), Q9Y2R2. 96,000 tested, 0.11% active. AID 697, 2007. activation, % at 2 µM. recombinant LYP; 0 = plate median, 100 = signal doubled;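 active = activation at 2 µM above a set limit, the mean plus 5 SD, cut at about 37% in these data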
F-actin modifier – modifiers of F-actin cytoskeleton organization, primary screen, imaging, HUVEC, phalloidin staining, high-content imaging. HUVEC TNFa F-actin phalloidin imaging. 91,000 tested, 0.18% active. inhibition, % at 2 µM. AID 836, 2007;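 active = inhibition above the batch mean plus 3 SD and confirmed as a hit by visual image inspection, cut at about 30% in these data, passing the limit was not always enough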; also: strong numbers were not always called active
PTPN22 inh 2 – PTPN22 phosphatase inhibitors, primary screen, biochemical, DiFMUP fluorescence, 2 µM. Tyrosine-protein phosphatase non-receptor type 22 (Homo sapiens), Q9Y2R2. recombinant LYP catalytic domain. inhibition, % at 2 µM. 96,000 tested, 0.21% active. AID 640, 2007;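 active = inhibition at 2 µM at or above a set limit, the screen mean plus 3 SD, cut at about 24% in these data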;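 also: 0% = DMSO with enzyme and 100% = enzyme fully blocked by orthovanadate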
FAK inh – FAK kinase inhibitors, primary screen, biochemical; Focal adhesion kinase 1 (Homo sapiens), Q05397; inhibition, %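 (tested at 7 µM)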; biochemical FAK kinase activity assay; AID 727, 2007; 97,000 tested, 0.84% active; in the data active = inhibition above about 19%;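 also: 0% = DMSO and 100% = reference compound high control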
VCAM1 TNFa inh – inhibitors of TNFa-induced VCAM1 expression, primary screen, imaging, HUVEC, TNFa stimulus, immunofluorescence; HUVEC TNFa-induced VCAM-1 immunofluorescence, high-content imaging; inhibition, % at 2 µM; 95,000 tested, 0.48% active; AID 802, 2007;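 active = inhibition above the batch mean plus 3 SD, with images confirmed as a hit by eye, cut at about 37% in these data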;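 also: 0% = TNF-stimulated DMSO wells and 100% = unstimulated control wells; not every result past the cut was called active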
HUVEC tox IL1B – cytotoxicity in IL-1B stimulated HUVEC, primary screen, cytotoxicity control for IL-1B NFkB translocation project, imaging, Hoechst nuclear count, IL-1B stimulus | HUVEC cell count loss | cell count reduction, % at 2 µM | 94,000 tested, 0.41% active | AID 845, 2007;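 active = cell count reduction more than 3 SD above the screen-wide mean, cut at about 70% in these data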;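 also: normalized per plate to untreated control cells as the no-loss baseline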
TNFa cytotox – cytotoxicity in TNFa-stimulated HUVEC, primary screen, cytotoxicity control for VCAM1 expression modulator project, imaging, Hoechst nuclei count; HUVEC TNFalpha-stimulated, Hoechst cell count; 93,000 tested, 0.17% active; cell count reduction, % at 2 µM;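 active = cell count reduction exceeding the screen mean by over 5 SD, scaled to untreated wells per plate, cut at about 78% in these data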;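 also: cells counted after 24 h of TNF alpha exposure following the 1 h pretreatment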
Starred values were filed as active, the others as inactive; nt = not tested or not shown; [ ] = another dose, or the depositor's remark.

SMILES | PTK2B oligo ant | ERa coact inh | LYP act | F-actin modifier | PTPN22 inh 2 | FAK inh | VCAM1 TNFa inh | HUVEC tox IL1B | TNFa cytotox
NC(=O)C[C@@H]1N[C@]2(C(=O)Nc3ccccc32)[C@@H]2C(=O)N(c3cc(C(F)(F)F)ccc3Cl)C(=O)[C@H]12 | -0.13 | -9 | -2 | -26 | 0 | 6 | 23 | -2 | 16
CCOC(=O)CSc1nccc(N(C)C)c1C#N | 0.21 | 9[fluorescence artefact?] | 4 | -9 | -4 | -2 | 5 | -8 | -22
COCCCNC(=O)Cn1cc(C(C)=O)c2ccccc21 | 0.31 | 7[fluorescence artefact?] | 0 | -11 | -6 | -2 | -11 | 8 | -6
CC(C)CNS(=O)(=O)c1ccc(CCC(=O)NCc2ccco2)cc1 | 1.6 | 17 | 3 | 24 | -2 | 0 | -12 | 4 | -27
FC(F)(F)c1nnc2ccc(N3CCOCC3)nn12 | 0.89 | -3 | 21 | 7 | -25 | -3 | -10 | 9 | -4
O=C(NC12CC3CC(CC(C3)C1)C2)C1CCCN1C(=O)NC1CCCCC1 (configuration not stated) | 1.1 | -1 | 5 | 11 | 2 | -3 | 24 | -8 | -13
CC(=O)N(CCC(Cc1ccccc1)c1ccc2c(c1)OCO2)Cc1ccccc1F (configuration not stated) | -1.4 | nt | 1 | -16 | 3 | 1 | -21 | -64 | -13
COc1ccccc1NC(=O)CN(c1ccc(C23CC4CC(CC(C4)C2)C3)cc1)S(C)(=O)=O | -2.1 | nt | -4 | 2 | 7 | -2 | 1 | 2 | -4
CN(C)c1ccc(/C=C/c2cc[n+]([O-])cc2)cc1 | nt | -16[fluorescence artefact?] | 7 | 25 | -6 | 2 | -3 | 17 | -15
OC(C#CCN1CCOCC1)(c1ccccc1)C1CC1 (configuration not stated) | 0.74 | -5 | 16 | 6 | -16 | -3 | 2 | -77 | -24

Laid out differently: six of the compounds above.
Structure	PTK2B oligo ant	ERa coact inh	LYP act	F-actin modifier	PTPN22 inh 2	FAK inh	VCAM1 TNFa inh	HUVEC tox IL1B	TNFa cytotox
FC(F)(F)c1nnc2ccc(N3CCOCC3)nn12	0.89	-3	21	7	-25	-3	-10	9	-4
O=C(NC12CC3CC(CC(C3)C1)C2)C1CCCN1C(=O)NC1CCCCC1 (configuration not stated)	1.1	-1	5	11	2	-3	24	-8	-13
CC(=O)N(CCC(Cc1ccccc1)c1ccc2c(c1)OCO2)Cc1ccccc1F (configuration not stated)	-1.4	nt	1	-16	3	1	-21	-64	-13
COc1ccccc1NC(=O)CN(c1ccc(C23CC4CC(CC(C4)C2)C3)cc1)S(C)(=O)=O	-2.1	nt	-4	2	7	-2	1	2	-4
CN(C)c1ccc(/C=C/c2cc[n+]([O-])cc2)cc1	nt	-16[fluorescence artefact?]	7	25	-6	2	-3	17	-15
OC(C#CCN1CCOCC1)(c1ccccc1)C1CC1 (configuration not stated)	0.74	-5	16	6	-16	-3	2	-77	-24

Next records:
SMILES | PTK2B oligo ant | ERa coact inh | LYP act | F-actin modifier | PTPN22 inh 2 | FAK inh | VCAM1 TNFa inh | HUVEC tox IL1B | TNFa cytotox
Cc1ccc(O)c(C2=NNC(O)(C(F)(F)F)C2)c1 (configuration not stated) | -1.4 | -2 | 12 | -11 | -11 | -1 | 7 | -17 | -16
CCOC(=O)CN1C(=O)C(CC)Oc2ccc(Cl)cc21 (configuration not stated) | 0.25 | nt | -5 | -13 | 3 | -2 | 15 | -11 | -36
O=C(c1cc(-c2ccc(Cl)c(Cl)c2)on1)N1CCCCC1 | 0.78 | -14 | 18 | 16 | -18 | 3 | -2 | 28 | -26
O=C(CN(CC1CCCO1)C(=O)CNS(=O)(=O)c1ccccc1)NCc1ccccc1 (configuration not stated) | 0.24 | nt | -4 | -5 | 0 | 2 | -35 | -48 | -9
O=C(CNC1C(=O)Nc2ccccc21)Sc1ccccc1 (configuration not stated) | -0.44 | 5[fluorescence artefact?] | -6 | 6 | 4 | -1 | 0 | -32 | -11
Nc1nnc(CC(=O)N/N=C/c2cccc([N+](=O)[O-])c2)s1 | -0.48 | nt | 2 | 18 | 1 | -4 | 5 | -35 | 1
CCOc1cc(N2CCOCC2)c(OCC)cc1NC(=O)CN1C(=O)NC2(CCc3ccccc32)C1=O (configuration not stated) | 0.77 | nt | 9 | 1 | -8 | -1 | 10 | 15 | 5
CCCCCn1c(SCCC(C)C)nc2c1c(=O)[nH]c(=O)n2C | -2.4 | 6[fluorescence artefact?] | 1 | 7 | -2 | 1 | -10 | -1 | -5
CCOC(=O)COc1cc(Br)c(C2NC(=O)NC(C)=C2C(C)=O)cc1OCC (configuration not stated) | 0.82 | -1 | 8 | 13 | -5 | 1 | -24 | -6 | -16
Clc1ccccc1Oc1cnc2ccccc2n1 | 0.63 | nt | 16 | -2 | -11 | 4 | 11 | -10 | -7
COc1ccc(NC(=O)c2ccc(CNc3c(NC4CCCCC4)c(=O)c3=O)cc2)c(OC)c1 | nt | nt | -1 | 10 | -2 | -3 | -2 | 2 | -18
Cc1cc(COc2ccccc2OCCN2CCN(C)CC2)no1 | 0.06 | 7 | 2 | -5 | 0 | 1 | 0 | -6 | -6
CC(C)(C)C(=O)N1CCN(c2ccc([N+](=O)[O-])cc2Cl)CC1 | 0.14 | nt | 1 | nt | 4 | 7 | nt | -12 | nt
CCCC(=O)Nc1ccc(NC(=O)c2ccco2)c(OC)c1 | -0.63 | 1 | 5 | -6 | -4 | -3 | -7 | -43 | -48
CCOC(=O)COc1cc(=O)n(CC)c2ccccc12 | 0.43 | -4 | -4 | -11 | 3 | -1 | 6 | -16 | -3
COc1ccc(-n2c(=O)c3ccccc3n(CC(=O)NC3CCCCC3)c2=O)cc1 | -0.11 | -3 | -11 | 5 | 14 | 1 | -9 | -6 | -7
CC(C)N(Cc1nc(-c2ccccc2)no1)C(=O)c1ccc2c(c1)OCO2 | -1.3 | -1 | -8 | -36 | 10 | -1 | 16 | -2 | 8
COc1cccc(-n2c(SCC(=O)NC3CCCC3)nnc2-c2ccco2)c1 | -0.57 | -5 | 8 | 3 | -7 | -1 | -6 | -5 | -3
Cc1nn(Cc2ccccc2)c(Cl)c1C(=O)OCc1nnc(-c2ccccc2)o1 | 0.68 | -2 | -12 | 9 | 12 | -3 | 8 | -12 | 4
C=CCNC(=O)c1onc(CSc2cc(C)ccc2C)c1C(=O)O | nt | nt | 12 | -25 | -8 | -7 | 5 | -16 | 1
CCOC(=O)c1c(C)nc(-c2ccccc2)nc1N | -0.24 | 7 | -2 | -4 | 2 | 2 | 25 | -7 | -12
CN(C)C(=O)C(=O)c1c(-c2ccccc2)cc2ccccn12 | 0.38 | nt | -6 | 54 | 12 | 2 | 4 | 14 | -25
COc1cc(NC(=O)c2cc(-c3cccc(O)c3)on2)cc(OC)c1OC | nt | -2 | -7 | -5 | 7 | 3 | 5 | -76 | -12
COCC(C)NC(=O)c1cccc(Cl)c1 (configuration not stated) | 1.6 | 5 | 3 | -12 | -5 | -3 | 24 | -29 | -5
COc1ccc(C(=O)c2c[nH]c(C(=O)NCC3CCCO3)c2)cc1 (configuration not stated) | -0.11 | nt | 14 | 6 | -10 | 0 | 8 | -23 | -12
Cc1ccc(NC(=O)CCC(=O)NNC(=O)Cc2ccccc2)cc1C | -0.76 | nt | 6 | -11 | -2 | 0 | -3 | -40 | 1
Cc1ccc(C(=O)CSc2nnc(-c3ccco3)n2CC2CCCO2)cc1 (configuration not stated) | 0.23 | 15 | 0 | -6 | 1 | 3 | 20 | 8 | -26
Cc1ccc(C(=O)c2c(C)oc3c2C(=O)C(=O)c2ccccc2-3)cc1 | -3.8* | -12[fluorescence artefact?] | 3 | 16 | -2 | 21* | 12 | -2 | 0
CC(C)(C)NC(=O)C(c1ccco1)N(C(=O)Cn1nnc(-c2ccc(F)cc2)n1)c1ccccc1F (configuration not stated) | -1.4 | -2 | -11 | 9 | 11 | 0 | 5 | -5 | -5
O=[N+]([O-])c1ccc(O)c(-c2nc(-c3ccccc3)c(-c3cccs3)[nH]2)c1 | -2.6 | nt | 4 | 11 | 0 | -2 | 0 | -9 | -18
COCCNc1nnc(SCC(=O)N2CCN(S(=O)(=O)c3ccccc3)CC2)s1 | 0.38 | -12 | -4 | 2 | 3 | 1 | -4 | 5 | -6
O=C(Nc1ccccc1F)N(CCCN1CCOCC1)Cc1cc2cc3c(cc2[nH]c1=O)OCCO3 | -0.21 | -10 | 13 | 11 | -16 | 5 | 2 | 28 | -7
COc1cccc(CNc2nc3nc(C)cc(C)n3n2)c1 | -1.7 | 0 | -17 | -12 | 15 | -1 | -5 | -66 | -39
CC(C)c1ccc(N2C(=O)CC(Sc3ncn[nH]3)C2=O)cc1 (configuration not stated) | 0.06 | 1 | -4 | -12 | 2 | -1 | -5 | -7 | 20
COc1cc(C(=O)Nc2nc3ccc(S(=O)(=O)N4CCOCC4)cc3s2)cc(OC)c1OC | -2.2 | -1 | -9 | -13 | 6 | -4 | 2 | -10 | -3
COc1ccc(-c2nc(C#N)c(NCCCn3ccnc3)o2)cc1OC | 1.5 | -4 | -2 | -13 | 0 | 2 | -1 | -14 | -2
O=C(NC(=S)NCCc1ccccc1)c1ccccc1 | 0.11 | nt | -5 | 10 | 8 | 3 | 20 | 13 | -6
Cn1c(CSCc2ccc(F)cc2)nnc1SCC(=O)Nc1nccs1 | 2.1 | 1 | -12 | 5 | 6 | 2 | -13 | 1 | 0
CCC(C)(C)n1nnnc1CN(Cc1cc2cc(OC)c(OC)cc2[nH]c1=O)C1CCCC1 | 1.9 | 5 | -3 | -9 | 1 | 7 | -17 | -23 | -5
COC(=O)c1c(-c2cccc3ccccc23)csc1NC(=O)Cc1ccc(OC)c(OC)c1 | -1.9 | nt | -3 | 17 | 3 | -1 | -21 | 5 | 6
CCN(CCCNC(=O)C1CCN(S(=O)(=O)c2c(C)[nH]c(=O)[nH]c2=O)CC1)c1cccc(C)c1 | 0.11 | -10 | 5 | 15 | -3 | -2 | 10 | -21 | 4

Hits appear at their usual frequency, and some 3.8% of all compounds hit somewhere here.
